Compound activity deposited in PubChem BioAssay by The Scripps Research Institute Molecular Screening Center.
SRC1 TRFRET art: TR-FRET detection interference compounds, primary screen, artefact control for PPARgamma SRC-1 recruitment agonists, biochemical, TR-FRET emission ratio | TR-FRET ratio at 8 µM | AID 1051, 2008 | 99,000 tested, 0.34% active | TR-FRET detection artefact counter-screen; hits give high values; in the data active = TR-FRET ratio above about 2300; also: inactives centre near 1800
SRC3 TRFRET art: TR-FRET detection interference compounds, artefact control for PPARgamma SRC-3 recruitment agonists, biochemical, TR-FRET ratio | TR-FRET ratio at 8 µM | TR-FRET artefact counter-screen, PPARgamma/SRC-3 format; hits give high values | 99,000 tested, 0.39% active; in the data active = TR-FRET ratio above about 2000; also: inactives centre near 1600
* = called active by the depositor. This is a subset; count on the stated rates, not on these rows.

No. | SMILES | SRC1 TRFRET art | SRC3 TRFRET art
1 | C=CCc1ccc(OC(=O)c2ccccc2)c(OC)c1 | 1899 | 1683
2 | COc1ccc(S(=O)(=O)NCC2CCCN(C(=O)c3cccnc3)C2)cc1 (centres undefined) | 1932 | 1446
3 | COc1ccccc1NC(=O)N1CCN(S(C)(=O)=O)CC1 | 1782 | 1668
4 | O=C(N/N=C/c1ccc2c(c1)OCO2)c1ccc(Cn2cc([N+](=O)[O-])cn2)o1 | 1881 | 1544
5 | COc1ccc(-c2noc(CCC(=O)NCc3cccnc3)n2)cc1OC | 1846 | 1537
6 | CCOc1cccc(NC(=O)/C(C#N)=C\c2cccnc2)c1 | 1818 | 1731
7 | CC1CCCN(C(=O)Nc2ccc(Br)cc2Cl)C1 (centres undefined) | 1981 | 1502
8 | O=[N+]([O-])c1cccc2ccc(/C=C/c3ccc(C(F)(F)F)cc3)nc12 | 1910 | 1536
9 | CC(C)c1nc(C(=O)N2CCc3c([nH]c4ccccc34)C2c2ccccn2)cs1 (centres undefined) | 1957 | 1617
10 | Nc1nnc(SCc2ccc([N+](=O)[O-])cc2)s1 | 1552 | 1384
11 | O=C(COC(=O)CCc1c[nH]c2ccccc12)NCc1ccccc1 | 1813 | 1828
12 | O=C(O)C(c1ccccc1)N1CCCCC1 (centres undefined) | 1830 | 1620
13 | COc1cc2c(cc1OC)C(Nc1ccc(S(N)(=O)=O)cc1)=NC(C)(C)C2 | 1567 | 1804
14 | CCc1c(C)nc2ncnn2c1N1CCN(S(=O)(=O)c2ccc(OC)cc2)CC1 | 1876 | 1598
15 | NC(=O)c1ccc(Oc2ccc3ccc(=O)oc3c2)c([N+](=O)[O-])c1 | 1818 | 1500
16 | COc1ccc(S(=O)(=O)N2CCCOC2CNC(=O)C(=O)NCc2ccco2)cc1C (centres undefined) | 1880 | 1525
17 | O=C1CCC(C(=O)N(Cc2cccs2)C2(C(=O)NC3CCCCC3)CCCCC2)N1 (centres undefined) | 2103 | 1673
18 | CC1=NNC(=O)C1CCC(=O)N/N=C(/C)c1ccc([N+](=O)[O-])cc1 (centres undefined) | 2078 | 1583
19 | COc1ccc(CCNC(=O)CSc2nc(-c3ccc(OC)c(OC)c3)ccc2C#N)cc1 | 1521 | 1728
20 | Cc1cc(C(=O)CSc2cccc[n+]2[O-])c(C)n1-c1ccc(Br)cc1 | 1686 | 1615
21 | O=C(CNCc1cccs1)NC12CC3CC(CC(C3)C1)C2 | 1739 | 1363
22 | COc1ccccc1NC(=O)N1CCCC1C(=O)NCC1CCCO1 (centres undefined) | 1620 | 1668
23 | C=CCN(CC=C)C(=O)c1ccc(OC2CCN(S(=O)(=O)N(C)C)CC2)cc1 | 1685 | 1419
24 | CC(=O)Nc1ccc(N2C(=O)CSC2c2cccc([N+](=O)[O-])c2)cc1 (centres undefined) | 1568 | 1614
25 | CCOCC(=O)Nc1ccc([N+](=O)[O-])cc1Cl | 1515 | 1543
26 | O=C(COC(=O)c1ccc(CSc2ccc(Cl)cc2)cc1)Nc1ccccc1 | 1702 | 1549
27 | C[C@@H]1NC(=O)c2cc([N+](=O)[O-])cc(I)c2NCCCC[C@@H](C(N)=O)NC(=O)[C@H](CCC(=O)O)NC1=O | 1706 | 1642
28 | S=c1nc(-c2sccc2OCc2ccc(Cl)cc2Cl)[nH][nH]1 | 1744 | 1726
29 | S=C(NCc1ccc(Cl)c(Cl)c1)Nc1ccc2c(c1)OCO2 | 1634 | 1397
30 | CCOC(=O)C(Cc1c(F)cccc1Cl)c1ccno1 (centres undefined) | 1841 | 1508
31 | COc1ccc(CCNC(=O)CCNC(=O)c2ccc(Cl)cc2)cc1OC | 1764 | 1635
32 | CC(C)(C)NC(=O)c1ccc(Cn2cc(C(F)(F)F)ccc2=O)cc1 | 1915 | 1730
33 | O=C(C1=C(Nc2ccccc2)c2ccccc2S(=O)(=O)N1)c1ccccc1 | 1809 | 1324
34 | COc1ccccc1C(=O)NNC(=O)c1ccc(NC(=O)CC(C)C)cc1 | 1403 | 1579
35 | COc1ccccc1NC(=O)CN1CCN(c2ccccc2)CC1 | 1822 | 1528
36 | Cc1cc(C)n(-c2ccc(C(=O)OCC(=O)Nc3cc(Cl)ccc3[N+](=O)[O-])cc2)n1 | 1624 | 1703
37 | COc1ccccc1CN1CCN(Cc2nc(-c3cccs3)no2)CC1 | 1849 | 1650
38 | Cn1cc(CNC(=O)c2cc(-c3ccccc3)nc3ccc(Br)cc23)cn1 | 1916 | 1867
39 | Cc1ccc(Nc2nc3ccccc3s2)cc1 | 1746 | 1393
40 | O=C(CN1C(=O)/C(=C/c2ccccc2F)Sc2ccccc21)NCc1cccnc1 | 2280 | 1553
41 | COc1cccc(N2CCN(C(=O)CN(C)S(=O)(=O)c3ccc4c(c3)c(=O)n(C)c(=O)n4C)CC2)c1 | 1832 | 1381
42 | O=C(Nc1cccc(Cl)c1)Nc1ccnc(-c2cccnc2)n1 | 1893 | 1638
43 | CCOC(=O)c1c(-c2ccc(C)cc2)csc1NC(=O)/C(C#N)=C/c1ccc(O)c(OC)c1 | 1668 | 1658
44 | CN(CC(=O)Nc1ccc(C(N)=O)cc1)CC(=O)Nc1ccccc1Cl | 1906 | 1649
45 | O=C(c1ccc([N+](=O)[O-])cc1)N1CCSC1c1ccc(Br)cc1 (centres undefined) | 2268 | 1649
46 | CC1(C)Oc2ccc(C(=O)N3CCOCC3)cc2N(CC(=O)Nc2ccccc2)C1=O | 1665 | 1580
47 | ClC1(Cl)CC1Cn1c(C2CC2)nc2ccccc21 (centres undefined) | 1708 | 1686
48 | Cc1ccc(NC(=O)CSc2nnc(CNC(=O)c3ccccc3F)o2)cc1 | 1515 | 1539
49 | Cc1ccccc1Nc1nc2ccccc2n1C(C)C | 1793 | 1597
50 | O=C(O)c1ccccc1N1C(=O)C2C3CCC(C3)C2C1=O (centres undefined) | 1769 | 1737

Next part
No. | SMILES | SRC1 TRFRET art | SRC3 TRFRET art
51 | CC1=C(C(=O)OCc2ccccc2)C(c2ccc(Cl)cc2)NC(=O)N1CCCCCC(=O)O (centres undefined) | 1738 | 1499
52 | CCOc1cc(/C=C2\C(=O)NN(c3ccccc3)C2=O)cc([N+](=O)[O-])c1O | 1753 | 1522
53 | C=CCOc1ccc(/C=C2\C(=N)N3N=C(S(=O)(=O)CC)SC3=NC2=O)cc1OC | 2091 | 1806
54 | CCCNC(=S)N1CCN(C(c2ccccc2)c2ccccc2)CC1 | 1796 | 1541
55 | COc1ccccc1CNC(=O)c1cc2sccc2n1C | 1854 | 1405
56 | Cc1c(-c2ccccc2)oc2c(C(=O)OCC(=O)Nc3cccc(F)c3)cccc2c1=O | 1897 | 1469
57 | CCOC(=O)C1CCCN(C(=O)c2cc(-c3ccc(C)cc3)nc3ccccc23)C1 (centres undefined) | 1977 | 1753
58 | Nc1nc(NCc2ccco2)nc(N2CCCCCC2)c1[N+](=O)[O-] | 1786 | 1700
59 | Cc1ccc(Cl)cc1NC(=S)N1CCC(c2ccccc2)C1 (centres undefined) | 1754 | 1518
60 | COc1ccc(C2CC(c3ccc(F)cc3)Nc3nc(N)nn32)cc1 (centres undefined) | 1705 | 1472
61 | CC/C(=N\NC(=O)OC)c1ccc(OC(F)F)cc1 | 2008 | 1726
62 | COCC(=O)Nc1ncc(S(=O)(=O)c2ccc([N+](=O)[O-])cc2)s1 | 1666 | 1543
63 | Cc1ccc(/C=N/NC(=O)CSc2nc3ccccc3n2Cc2ccccc2)o1 | 1764 | 1489
64 | CCc1ccc(C(=O)N/N=C/c2cccc3ccccc23)nc1 | 1642 | 1483
65 | Cc1c(Cl)cccc1NC(=S)N(CCCN1CCOCC1)Cc1ccco1 | 1825 | 1561
66 | CC(=NCCc1c(C)[nH]c2ccc(OC(F)(F)F)cc12)C1=C(O)CC(c2ccccc2)CC1=O (centres undefined) | 1760 | 1480
67 | O=C(CCNS(=O)(=O)c1cccc2nsnc12)NCCC1=CCCCC1 | 1815 | 1829
68 | Cc1cccc(NC(=S)NCc2ccc3c(c2)OCO3)c1 | 1835 | 1697
69 | COc1ccc2nc(SCC(=O)Nc3ccc4c(c3)CCC4)[nH]c2c1 | 1722 | 1409
70 | Cc1cc2nc(SCC(=O)Nc3ccccc3C(=O)O)[nH]c2cc1C | 1771 | 1441
71 | CC(C)N(C(=O)CN1C(=O)C(=O)c2ccccc21)c1ccccc1 | 1836 | 1753
72 | O=C(Cc1csc(Nc2nc(=S)[nH]c3ccccc23)n1)NCCCN1CCN(c2cccc(Cl)c2)CC1 | 1991 | 1831
73 | Cc1nc(C)c(-c2nnc(-c3ccc(C(C)(C)C)cc3)o2)cc1C(=O)NN | 1585 | 1547
74 | Cc1ccc(-n2cc(CN(C)CCc3cn[nH]c3)c(-c3cccc(C)c3)n2)cc1 | 1562 | 1495
75 | Cc1ccc(N(CC(=O)N/N=C/c2cc(C)n(-c3ccccc3C)c2C)S(C)(=O)=O)cc1 | 1841 | 1383
76 | O=C(Nn1c(-c2ccc(Cl)cc2)nc2ccccc2c1=O)c1cccnc1Cl | 2167 | 1693
77 | O=C(NC1=NCCS1)c1ccc([N+](=O)[O-])cc1Cl | 1875 | 1716
78 | Cc1cccc(OC2CCN(Cc3nc(CC4CC4)no3)CC2)c1 | 1903 | 1581
79 | C=CCN(CC=C)S(=O)(=O)c1ccc(C(=O)Nc2nc3c(s2)CCc2ccccc2-3)cc1 | 2012 | 1447
80 | COc1cccc(CN2CCNC(=O)C2CC(=O)N(C)Cc2cnccn2)c1OC (centres undefined) | 1605 | 1546
81 | O=C(Nc1cc(Oc2ccc(Cl)cc2)cc([N+](=O)[O-])c1)c1ccco1 | 1549 | 1593
82 | CCC1CCCCN1C(=O)CSc1nc2c(c(=O)n(C)c(=O)n2C)n1C (centres undefined) | 1804 | 1644
83 | C=CCNC(=S)Nc1ccc(F)cc1F | 1747 | 1516
84 | COc1ccccc1N1CCN(C(=O)C(=O)N/N=C/c2ccccc2F)CC1 | 1884 | 1823
85 | Cc1cc(C)c2sc(N(CCN(C)C)C(=O)c3cc(Cl)sc3Cl)nc2c1 | 1758 | 1727
86 | O=C1CCCc2ccccc2N1Cc1ccc(F)cc1 | 1919 | 1680
87 | CCCCNC(=O)c1ccc(NC(C)=O)c(Cl)c1 | 1674 | 1567
88 | O=C(/C=C/c1ccc2c(c1)OCO2)NCCSCc1c(Cl)cccc1Cl | 1651 | 1501
89 | CC(C)N1CCN(Cc2ccc(C#CC(C)(C)O)cc2)CC1CCO (centres undefined) | 1597 | 1482
90 | CCc1ccc(NC(=O)/C(C#N)=C/c2cn(CC(=O)O)c3ccccc23)cc1 | 1614 | 1530
91 | Cc1onc(-c2ccccc2)c1C(=O)NC(=S)NNC(=O)c1ccc(O)cc1O | 1697 | 1644
92 | CCOc1cc(/C=N/NC(=O)c2c(-c3ccccc3)noc2C)ccc1O | 1628 | 1748
93 | Cc1cccc(OCCC(=O)NCC(=O)Nc2c(C)cccc2C)c1 | 1771 | 1653
94 | CC(C)c1nc(Cl)c(C#N)c2c1CCCC2 | 1788 | 1775
95 | Cc1cccc(C(C)C)c1NC(=O)c1ccc(CN(c2ccccc2)S(=O)(=O)c2ccccc2)cc1 | 1937 | 1638
96 | COCCNC(=O)C(c1ccc(C)o1)N(CCOC)C(=O)Cn1nnc2ccccc21 (centres undefined) | 1862 | 1737
97 | COc1ccc(-c2ccnc3ncnn23)cc1 | 1804 | 1585
98 | Cc1cccc(NC(=O)COC(=O)CCc2ccc(S(=O)(=O)N3CCOCC3)cc2)c1C | 1670 | 1589
99 | COC(=O)C(C)Sc1ccc2nnc(CCNS(=O)(=O)c3ccccc3)n2n1 (centres undefined) | 1662 | 1632
100 | Cc1ccc(C(=O)Nc2ccc(C(=O)N3CCCCC3)cc2)cc1 | 1853 | 1672

More compounds:
No. | SMILES | SRC1 TRFRET art | SRC3 TRFRET art
101 | O=C(Nc1ccc([N+](=O)[O-])cc1)Nc1nc(-c2ccc(Cl)s2)cs1 | 2004 | 1664
102 | CCN(CC)C(=O)C1CCN(Cc2cn(C)nc2-c2ccc(Oc3ccccc3)cc2)CC1 | 1471 | 1323
103 | Cc1cc(C)cc(C(=O)NCC(=O)OCC(=O)NCC(F)(F)F)c1 | 1806 | 1710
104 | O=[N+]([O-])c1cn(Cc2ccccc2)cn1 | 1664 | 1664
105 | COc1ccc(N2CCN(Cc3nc4sc(C)c(C)c4c(=O)[nH]3)CC2)cc1 | 1495 | 1554
106 | COc1ccc(Cc2nnc(SCC(=O)N3CCCCC3)o2)cc1 | 1786 | 1723
107 | C=CCn1c(SCC(N)=O)nnc1-c1cc2c(s1)CCC(CC)C2 (centres undefined) | 1950 | 1785
108 | COc1ccc(C(=O)CSc2ccc3nnc(-c4cccnc4)n3n2)cc1 | 1670 | 1560
109 | C1CCN(Cc2nnnn2CC2CCCO2)CC1 (centres undefined) | 1763 | 1618
110 | CC(=O)Nc1ccc(NC(=O)COC(=O)c2n[nH]c3ccccc23)cc1 | 1766 | 1640
111 | Cc1cc2cc(CCNC(=O)C3c4ccccc4Oc4ccccc43)c(=O)[nH]c2cc1C | 1702 | 1665
112 | Cc1cc(C)nc(/N=C(\N)Nc2ccc3c(c2)OCCO3)n1 | 1923 | 1677
113 | CCOC(=O)Cn1nnnc1CN1CCN(c2ccc(OC)cc2)CC1 | 1905 | 1460
114 | O=C(NCc1ccccn1)C(=O)Nc1ccccc1 | 1647 | 1582
115 | N#C/C(=C\c1ccc([N+](=O)[O-])o1)C(=O)Nc1ccc(F)cc1 | 1788 | 1578
116 | Cc1cc(Br)c2nc3c(c(C(=O)O)c2c1)CCCCC3 | 3214* | 4157*
117 | Cc1c(N=N/C(C(=O)Nc2ccccc2)=C(/O)c2ccccc2)c(=O)n(-c2ccccc2)n1C | 1737 | 1502
118 | COC(=O)c1ccc(NC2=C(Cl)C(=O)OC2OC(=O)c2ccccc2)cc1 (centres undefined) | 1778 | 1476
119 | CC(C)(C)OC(=O)NCCCC[C@H](NC(=O)c1nc[nH]c1C(=O)NCc1ccccc1)C(=O)OC(C)(C)C | 1785 | 1625
